Source: PubChem BioAssay
TbMetRS inhib: T. brucei MetRS inhibitors, primary screen, biochemical, luminescence; purified T. brucei MetRS, ATP depletion, Kinase-Glo luminescence; inhibition, % at 11.9 µM; 0.4% of 360,000 active;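 active means inhibition above a per-plate cutoff of the control wells' mean inhibition plus 3 SD, cut at about 5.5% in these data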;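 further: 0% = DMSO wells median and 100% = median of wells with control inhibitor compound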
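Material: T. brucei methionyl-tRNA synthetase, purified; reagent: substrates ATP, L-methionine and bulk Escherichia coli tRNA; dosing: 11.9 µM single point; timing: 15 min plus 2 h at 25 °C; detection: luminescence of leftover ATP; evaluation: % inhibition; control set: DMSO-only wells as low control; replicates: singlicate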
DNMT1 block: human DNMT1 methyltransferase inhibitors, primary screen, biochemical, molecular beacon, fluorescence, HinP1I cleavage, uHTS | inhibition (reported as % activation of signal), % at 10 µM | 0.83% of 360,000 active; in the data active means inhibition above about 50%
STEP inh: STEP phosphatase inhibitors, primary screen, biochemical, fluorescence intensity, uHTS; inhibition, % at 20 µM; AID 588621, 2011; Tyrosine-protein phosphatase non-receptor type 5 (Homo sapiens), P54829; 0.25% of 360,000 active; recombinant STEP, OMFP fluorogenic substrate;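 active means inhibition at 20 µM, scaled per plate between control wells, above about 37%, limit read from the data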;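 further: 0% = DMSO with enzyme and substrate and 100% = substrate only without enzyme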
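System: STEP phosphatase, cell-free reaction; Buffer or medium: Bis-Tris pH 6.0 buffer with DTT, detergent; Incubation: 20 min at room temperature, dark; Measured by: fluorescence, 480/540 nm.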
NadD inh: inhibitors of S. aureus NadD, primary screen, biochemical, colorimetric, uHTS | purified NadD enzyme, colorimetric absorbance read-out | 0.78% of 360,000 active | AID 602399, 2012 | inhibition, % at 20 µM; in the data active means inhibition above about 26%; further: some compounds past the cut are filed as inactive
LMPTP block: LMPTP phosphatase inhibitors, primary screen, biochemical, fluorescence intensity, uHTS; Low molecular weight phosphotyrosine protein phosphatase (Homo sapiens), P24666; recombinant LMPTP-A, OMFP fluorogenic substrate; inhibition, % at 20 µM; 0.22% of 360,000 active; AID 651560, 2012;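 active means compounds that cut the enzyme signal by at least half of the control window in the single-dose screen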;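 further: plate controls were DMSO wells with enzyme plus substrate for no effect and substrate without enzyme for full effect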
Target sequence (P24666 whole entry, looked up): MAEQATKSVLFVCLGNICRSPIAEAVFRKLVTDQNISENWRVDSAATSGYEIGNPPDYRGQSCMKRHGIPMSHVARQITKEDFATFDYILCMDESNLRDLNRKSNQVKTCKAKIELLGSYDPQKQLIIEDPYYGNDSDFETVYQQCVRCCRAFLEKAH
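Test system – LMPTP-A enzyme · Amount – LMPTP-A at 0.625 nM final in the reaction · Buffer or medium – Bis-Tris pH 6.0, DTT, detergent · Reagent – OMFP 400 µM · Doses – single 20 µM dose · Schedule – reaction 50 min, room temperature, dark · Detection – fluorescence intensity of OMFP turnover product · Evaluation – percent inhibition versus substrate-only and uninhibited controls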
CSN inh: inhibitors of CSN-mediated cullin deneddylation, primary screen, biochemical, fluorescence polarization, uHTS; COP9 signalosome complex subunit 5 (Homo sapiens), Q92905; Purified CSN, SCF-Nedd8-OG deneddylation; inhibition, % at 12.5 µM; 0.38% of 360,000 active; AID 651999, 2013;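 active means pattern-corrected inhibition above about 35%, with an unprinted fluorescence ratio check between 0.5 and 1.5, limit read from the data, passing the limit was not always enough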;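 further: 0% = enzyme with substrate and 100% = substrate without enzyme; some results filed as inactive read as strong as hits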
Target sequence (Q92905 whole entry, looked up, one chain of several): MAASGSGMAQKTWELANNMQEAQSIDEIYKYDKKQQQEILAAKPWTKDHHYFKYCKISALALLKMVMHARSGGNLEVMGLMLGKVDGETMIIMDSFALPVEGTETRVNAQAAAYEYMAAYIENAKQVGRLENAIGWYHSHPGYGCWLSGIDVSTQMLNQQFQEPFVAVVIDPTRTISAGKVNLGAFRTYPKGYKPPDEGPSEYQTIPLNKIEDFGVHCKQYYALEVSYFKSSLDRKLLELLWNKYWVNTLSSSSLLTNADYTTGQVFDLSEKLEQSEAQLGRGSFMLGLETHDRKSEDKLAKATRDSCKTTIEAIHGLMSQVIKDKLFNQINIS
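Schedule: reaction 90 min, room temperature / Assay system: HEK293T-derived human Csn5 enzyme / Input: Csn5 at 0.24 nM final / Measure: inhibition of Csn5 cleavage, % / Control set: substrate-only high control, full reaction low control / Technique: fluorescence polarization of the substrate / Buffer or medium: Tris/NaCl/DTT buffer, pH 7.5 / Reagent: SCFSkp2-Nedd8OG substrate at 10 nM final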
Rpn11 inh: Rpn11 (PSMD14) deubiquitinase inhibitors, primary screen, biochemical, fluorescence polarization, uHTS; 26S proteasome non-ATPase regulatory subunit 14 (Homo sapiens), O00487; human 26S proteasome, Ub4-pepOG fluorescence polarization; 20S core pre-blocked with epoxomicin; calls only at 20 µM; 0.59% of 360,000 active; AID 588493, 2011;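 active means inhibition at 20 µM, scaled to each plate's controls, above about 33%, limit read from the data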
Target sequence (O00487 whole entry, looked up): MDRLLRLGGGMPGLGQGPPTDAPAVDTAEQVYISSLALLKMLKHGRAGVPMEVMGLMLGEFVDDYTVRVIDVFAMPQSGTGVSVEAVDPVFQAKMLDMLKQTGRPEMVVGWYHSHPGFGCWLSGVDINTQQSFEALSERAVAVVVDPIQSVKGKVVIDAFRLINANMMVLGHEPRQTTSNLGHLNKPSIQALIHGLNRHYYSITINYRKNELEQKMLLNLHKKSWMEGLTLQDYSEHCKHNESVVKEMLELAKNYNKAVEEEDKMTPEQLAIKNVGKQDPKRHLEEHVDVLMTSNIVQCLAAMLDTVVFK
Scp1 inh: Scp-1 phosphatase inhibitors, primary screen, biochemical, colorimetric, uHTS; Carboxy-terminal domain RNA polymerase II polypeptide A small phosphatase 1 (Homo …; Recombinant Scp1, phosphopeptide, malachite green phosphate absorbance; inhibition, % at 20 µM; 0.88% of 340,000 active; AID 493091, 2011;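 active means inhibition above about 50% at 20 µM, limit read from the data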;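 further: plate controls were DMSO wells with enzyme for no effect and wells lacking enzyme for full effect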
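Assay system: SCP-1 catalytic fragment, aa 76-261 | Buffer or medium: Tris acetate buffer pH 5.5 with MgCl2 and Tween-20 | Compound: One concentration, 20 µM, with 1.0% DMSO | Also added: Phospho 17-mer peptide substrate | Signal: Absorbance at 630 nm | Incubation: 45 min enzyme reaction at room temperature | Measure: % inhibition of SCP-1 phosphate liberation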
PABP1 MLLE inh: inhibitors of PABP1 MLLE–PAM2 peptide binding, primary screen, biochemical, fluorescence polarization, FITC-PAM2, GST-MLLE. Polyadenylate-binding protein 1 (Homo sapiens), P11940. inhibition, % at 20 µM. 0.36% of 360,000 active. AID 588489, 2011; in the data active means inhibition above about 35%, passing the limit was not always enough;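 further: plate controls were DMSO wells with GST-MLLE for no effect and wells lacking GST-MLLE protein for full effect; some results filed as inactive read as strong as hits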
SUMO1-SIM PPI: modulators of SUMO1 protein-protein interactions, primary screen, biochemical, uHTS; Small ubiquitin-related modifier 1 (Homo sapiens), P63165; SUMO1 binding to a labelled peptide, TR-FRET, 1 h; inhibition, % at 20 µM; 0.33% of 360,000 active; in the data active means inhibition above about 37%
Target sequence (P63165 whole entry, looked up): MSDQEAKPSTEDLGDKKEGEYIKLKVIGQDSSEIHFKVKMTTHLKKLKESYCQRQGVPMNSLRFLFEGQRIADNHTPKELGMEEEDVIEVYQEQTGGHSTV
* marks the source's active call; other numbers are inactive results; i = inactive; / = no result given.

SMILES | TbMetRS inhib | DNMT1 block | STEP inh | NadD inh | LMPTP block | CSN inh | Rpn11 inh | Scp1 inh | PABP1 MLLE inh | SUMO1-SIM PPI
CCN(CC(=O)Nc1c(F)cccc1F)C(=O)c1ccc(OCC(=O)N2CCOCC2)c(OC)c1 | -0.3 | -1.4 | 1.5 | -2.1 | -0.7 | -0.7 | i | -6.9 | 23.4 | -1.3
CN(CCc1ccccn1)c1ncnc2[nH]ncc12 | -0.2 | 0.6 | -2.7 | -1.2 | -3.8 | 3.9 | i | -9.1 | 11.8 | -0.5
COc1ccc(CN(C)CC(=O)Nc2cc(OC)c([N+](=O)[O-])cc2C)c(OC)c1 | -0.3 | -2.7 | 0.7 | -7.6 | 0.6 | -10.2 | i | 3.3 | -6.9 | -11.7
CC(=O)c1ccc(NC(=O)C2=CC(c3ccc4c(c3)OCO4)=NS(=O)(=O)N2C)cc1 | -0.5 | -6.0 | -1.4 | 11.2 | 2.1 | -2.2 | i | -6.8 | -6.0 | -28.1
COc1ccc(NC(C)=O)cc1NC(=O)c1cccc(S(=O)(=O)N2CCc3ccccc32)c1 | 0.0 | -0.1 | -2.5 | -5.5 | 0.6 | -3.3 | i | -4.9 | 2.3 | 4.4
O=C(CC1CCCCC1)NCc1ccccc1 | -0.6 | 1.7 | -1.9 | -6.7 | -0.6 | -0.5 | i | -2.4 | 6.9 | 0.9
CCc1nc2c(OCCOC)cccn2c1N(C)C(=O)c1ccco1 | 0.1 | -0.4 | -0.2 | 0.7 | -1.9 | 2.1 | i | / | 5.3 | 1.2
O=c1[nH]nc(CNc2ccc(C(F)(F)F)cc2)c2ccccc12 | -1.4 | -0.4 | -0.4 | -0.1 | -0.4 | 4.2 | i | 4.5 | 0.3 | 3.7
Cc1ccc(-c2nc(N)n(C(=O)Cc3ccccc3)n2)cc1 | -0.6 | -0.4 | 3.0 | 1.4 | -0.7 | -6.5 | i | -4.6 | -7.6 | 0.3
[O-]/[N+](=N\Nc1ccc(Cl)cc1)c1ccccc1 | -0.4 | -0.6 | -0.7 | 2.2 | 1.1 | 4.6 | i | -1.0 | 33.7 | 2.6
CCN(CC)CCNC(=O)C12CC3CC(C)(CC(C)(C3)C1)C2 | 0.1 | 1.0 | 0.6 | -4.1 | -3.4 | 1.0 | i | -5.2 | -2.2 | 1.3
O=C(O)CN1C(=O)CCS(=O)c2ccccc21 (stereo not given) | -0.4 | 2.9 | 0.6 | -4.2 | -0.9 | -0.4 | i | -9.1 | 2.9 | -0.6
COc1ccc(S(=O)(=O)N2CCC(C(=O)NN3CCCCC3)CC2)cc1 | -0.3 | 5.2 | 1.5 | -2.9 | -2.1 | -2.5 | i | / | 4.5 | -1.5
CSc1ccccc1NC(=O)c1csc(C)c1 | -0.3 | 0.2 | -0.6 | -2.5 | -3.7 | -0.8 | i | -7.6 | 1.2 | 1.2
CC(C)(C)c1ccc(OCc2ccc(C(=O)Nc3cccnc3)o2)cc1 | -0.4 | 1.4 | 2.5 | 10.9 | 1.4 | -1.3 | i | 3.7 | 6.8 | 5.2
Cc1ccccc1OCC(=O)O/N=C(\N)Cc1ccc(Cl)cc1 | -0.6 | 2.5 | 3.5 | -10.3 | 2.6 | 1.9 | i | -20.2 | -4.5 | 0.0
O=C(Oc1ccc2ccc(O)cc2c1)c1ccccc1Cl | -0.6 | -5.6 | -3.1 | -7.8 | 0.3 | -2.8 | i | -13.9 | -7.3 | -4.5
CC(C)(C)OC(=O)NCC(=O)NCC(=O)OCc1ccccc1 | -0.4 | 3.4 | 0.8 | -2.9 | -2.5 | 1.4 | i | -7.1 | -7.1 | 3.0
COc1cc(CC(=O)OCC(=O)NCCc2ccc(S(N)(=O)=O)cc2)cc(OC)c1OC | -0.2 | 5.3 | -3.4 | 1.1 | -0.3 | -5.2 | i | -4.9 | -1.2 | -4.6
CC1CCN(c2ncnc3ccccc23)CC1 | -0.3 | 3.0 | 1.2 | 0.6 | 4.4 | 2.2 | i | -2.2 | 2.4 | 0.7
Cc1ccc(NC(=O)c2ccc(OC(=O)CCN3C(=O)c4ccccc4C3=O)cc2)cc1 | -2.4 | 50.2* | 9.5 | -5.1 | -0.1 | 5.0 | i | 0.4 | -4.5 | 21.1
CC1=C(C(=O)N2CCOCC2)CC(CC(=O)NC(c2ccccc2)c2ccccc2)C(=O)N1Cc1ccc(C(C)(C)C)cc1 (stereo not given) | -0.6 | -12.6 | -0.2 | 2.1 | 2.3 | 3.2 | i | / | 1.5 | 3.0
COc1ccc(C(=O)OCC(=O)Nc2ccc(N3CCOCC3)cc2)cc1 | -0.1 | 5.0 | -3.4 | -0.7 | -0.6 | -4.5 | i | 0.7 | -6.3 | -0.9
Cc1ccc(S(=O)(=O)NC(=O)C2(C)CCN2C(=O)CCc2ccc(Cl)cc2Cl)nc1 (stereo not given) | -0.1 | 1.4 | -1.4 | -0.8 | -2.9 | -3.4 | i | / | -1.4 | 7.7
CC(C)(C)NC(=O)C(c1ccc(-c2ccccc2)cc1)n1c(=O)c(-c2ccco2)nc2ccccc21 (stereo not given) | -0.5 | / | / | / | 3.1 | 28.3 | / | / | / | 2.4
CC1=C(C)CC(C(=O)NC2CCN(C(C)C)CC2)C(C(=O)O)C1 (stereo not given) | -0.7 | -0.6 | -1.8 | -0.9 | -4.2 | -1.5 | i | 10.0 | -7.6 | -8.0
O=C1CCSc2cccc3cccc(c23)N1 | -0.4 | 1.2 | -2.0 | 1.1 | 0.0 | 1.6 | i | -2.5 | 12.0 | -7.0
CCCCc1nnc(NC(=O)CCS(=O)(=O)c2ccc(C)cc2)s1 | -0.1 | 3.9 | -1.8 | -3.5 | -0.7 | -0.7 | i | -10.0 | 6.0 | 0.5
Cc1onc(-c2ccccc2Cl)c1C(=O)NC1CCCCCC1 | -0.3 | -0.8 | 0.4 | 0.5 | -1.6 | -3.6 | i | -15.9 | -6.2 | -1.6
COc1cccc(/C=C/c2ccccn2)c1O | -0.3 | -0.2 | -1.1 | 3.0 | -0.9 | -4.2 | i | -14.0 | 9.0 | -23.3
Cc1ccc(NC(=O)CCC(=O)N2CCN(S(=O)(=O)c3ccc(C)cc3)CC2)cc1 | -0.3 | 1.9 | -1.0 | 0.2 | -0.3 | -1.4 | i | -5.7 | -6.9 | -2.3
CCCNC(=O)/C(C#N)=C1\N=C(NC(=O)c2ccco2)c2ccccc21 | 0.3 | -1.0 | 0.3 | -2.7 | -0.9 | 0.9 | i | -9.1 | -28.3 | -31.7
Cc1cc(C)c(OCC(=O)OC(C)C(=O)N2CCc3ccccc32)c(C)c1 (stereo not given) | -0.5 | 6.6 | 4.8 | -8.5 | 1.1 | -2.4 | i | -8.6 | -19.6 | 6.3
CSc1ccc(-c2nc(CSCC(=O)NCCCN3CCCC3=O)c(C)o2)cc1 | -0.3 | -0.3 | 0.6 | 4.4 | -0.7 | -0.2 | i | -3.4 | 5.7 | -3.8
CC(C)(C)c1ccccc1OCC(=O)NCc1ccccc1 | -0.9 | 0.3 | 2.0 | 2.5 | 1.1 | -5.4 | i | -3.5 | 2.0 | -1.3
N#C/C(=C(/O)CCCl)c1ccccn1 | -0.4 | 0.4 | -1.1 | 0.4 | -1.4 | -6.7 | i | -6.7 | 12.0 | -2.5

Some entries already given, showing only PABP1 MLLE inh and LMPTP block:
| smiles | PABP1 MLLE inh | LMPTP block |
| --- | --- | --- |
| CC1=C(C)CC(C(=O)NC2CCN(C(C)C)CC2)C(C(=O)O)C1 (stereo not given) | -7.6 | -4.2 |
| O=C1CCSc2cccc3cccc(c23)N1 | 12.0 | 0.0 |
| CCCCc1nnc(NC(=O)CCS(=O)(=O)c2ccc(C)cc2)s1 | 6.0 | -0.7 |

Other records.
SMILES | TbMetRS inhib | DNMT1 block | STEP inh | NadD inh | LMPTP block | CSN inh | Rpn11 inh | Scp1 inh | PABP1 MLLE inh | SUMO1-SIM PPI
O=C(Nc1cccc(/C=C/c2ccccn2)c1)c1ccc(-n2cncn2)c([N+](=O)[O-])c1 | 23.1* | -12.2 | -0.7 | 6.6 | 2.1 | 5.8 | i | -6.6 | -21.4 | -9.8
COc1ccc2nc(NC(=O)CSc3nnc(N)s3)sc2c1 | 0.6 | 31.2 | 1.4 | 24.3 | 22.4 | 1.7 | i | -4.9 | -7.2 | 2.0
Cc1oc2nc(SCC(=O)NC3CCCCC3)nc(N)c2c1C | -2.1 | 4.8 | -2.8 | 8.7 | 1.1 | 3.8 | i | 3.6 | 7.1 | 5.1
N#C/C(=C\c1c(N2CCCCC2)nc2ccccn2c1=O)C(=O)NCc1ccco1 | -0.5 | 7.9 | 0.0 | -1.7 | -0.8 | -3.1 | i | -1.3 | -1.6 | -15.2
Cc1ccc(-c2nn(C)c(=O)c3ccccc23)cc1CNC(=O)c1ccco1 | -0.6 | 0.5 | 2.2 | -2.4 | 1.7 | 4.7 | i | -12.2 | 10.2 | -3.1
Cc1cc(C(=O)CSc2nncs2)c(C)n1Cc1ccco1 | -0.8 | -0.1 | 0.2 | -2.1 | 0.7 | -5.2 | i | -4.1 | -10.0 | -1.5
Cc1noc(C)c1S(=O)(=O)N(C)C[C@H]1OCc2cnnn2CCCC(=O)N([C@H](C)CO)C[C@@H]1C | -0.8 | 3.2 | 0.5 | 4.7 | -1.7 | 1.9 | i | / | -11.0 | 4.2
